High-throughput results deposited in PubChem BioAssay by Broad Institute.
F508del corr: F508del CFTR correction, initial screen, CFBE line, single point | CFBE cells, YFP halide quenching; stimulated with forskolin plus potentiator P3; % fluorescence drop versus neutral controls | actives 0.36% (n = 350,000) | activity (quench increase), % at 7.58 µM;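 active means mean added fluorescence quench of at least 8% versus neutral control, with both replicates also reaching 8%; inconclusive means only one of the mean or replicate conditions met; inactive means mean below 8% and not both replicates reaching 8%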;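 further: cells transiently co-express mutant CFTR-F508del with the halide-sensitive YFP; corrector assay measuring rescue of mutant channel to the surface after 24 h compound exposure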
RAD54 inh: inhibitors of human RAD54 branch migration, primary screen, biochemical, fluorescence, single point; DNA repair and recombination protein RAD54-like (Homo sapiens), Q92698; RAD54 Holliday junction branch migration, FAM/BHQ fluorescence; inhibition, % at 10.4 µM; actives 0.14% (n = 360,000);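 active means mean normalized replicate activity at least 40 and at least half of replicates scoring 40 or more; inconclusive means only one of the two criteria met; inactive means mean below 40 and under half of replicates reaching 40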;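 further: 0% = median of neutral control wells and 100% = median of positive control wells; inhibitors cause a drop in the FAM fluorescence signal; in these data hits start at about 50%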
DENV2 CPE rescue: inhibitors of DENV2 cytopathic effect, primary screen, cell-based, plate reader, single concentration. DENV2-infected cells, cytopathic effect rescue. CPE inhibition, % at 9.99 µM. actives 1.7% (n = 350,000); in the data active means CPE inhibition above about 20%, passing the limit was not always enough; inconclusive means no clear call, values can overlap the other calls; tested in BHK-21 cells;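 further: 0% = median of neutral control wells and 100% = median of positive control wells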
E-selectin induc: E-selectin induction in HUVECs, primary screen, imaging, HUVEC, immunofluorescence imaging, single point. P16581. normalized: neutral wells 0, TNF-alpha wells 100. activation, % at 7.58 µM. actives 0.37% (n = 260,000). AID 686992, 2013;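 active means mean E-selectin-positive cell signal at least 10% of the positive control, reached in at least 60% of replicates, without over 20% cell loss; inconclusive means no rule given, readout overlaps actives, possibly toxicity-flagged; inactive means the rest, including those meeting only one limit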;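 further: in these data hits start at about 27%; measured in HUVEC primary endothelial cells; signal is the percent of cells scored E-selectin positive by PE staining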
Target sequence (P16581 whole entry, looked up): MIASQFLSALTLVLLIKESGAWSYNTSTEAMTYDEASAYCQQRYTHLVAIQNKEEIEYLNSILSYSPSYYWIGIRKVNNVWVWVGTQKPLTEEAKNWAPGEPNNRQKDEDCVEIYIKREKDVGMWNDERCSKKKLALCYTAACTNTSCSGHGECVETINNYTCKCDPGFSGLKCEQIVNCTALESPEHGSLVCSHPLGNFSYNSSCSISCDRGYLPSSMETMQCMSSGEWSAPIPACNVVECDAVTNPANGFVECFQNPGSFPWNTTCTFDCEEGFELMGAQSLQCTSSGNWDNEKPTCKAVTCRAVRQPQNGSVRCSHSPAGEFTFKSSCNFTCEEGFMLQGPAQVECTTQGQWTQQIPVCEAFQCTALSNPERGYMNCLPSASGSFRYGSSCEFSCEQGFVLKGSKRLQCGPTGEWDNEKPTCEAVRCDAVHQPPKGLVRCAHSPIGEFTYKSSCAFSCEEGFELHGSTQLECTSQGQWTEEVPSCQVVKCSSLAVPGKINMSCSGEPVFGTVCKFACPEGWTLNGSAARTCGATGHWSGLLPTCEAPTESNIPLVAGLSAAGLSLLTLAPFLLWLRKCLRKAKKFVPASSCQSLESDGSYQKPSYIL
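System: HUVEC, human umbilical vein endothelial cells; quantity: 3,000 cells/well; buffer or medium: EGM-2 medium, gelatin-coated wells; dosing: single-point compound dose; detection: immunofluorescence imaging; evaluation: % PE-positive cells; benchmarks: TNF-alpha, DMSO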
INS-1E GSIS act: GLuc luminescence reporter in INS-1E cells, primary screen for activators of glucose-dependent secretion of insulin; INS-1E GLuc reporter insulin secretion, 2-3 h; activation, % at 16.6 µM; actives 0.61% (n = 370,000);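 active means lowest replicate activation of at least 40%, so every replicate reaches that level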;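 further: 0% = median of neutral control wells and 100% = median of IBMX positive control wells; some compounds called inactive have numbers as strong as hits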
RAD52 anneal inh: RAD52 DNA annealing inhibitors, primary screen, biochemical, FRET, single point, set 2; DNA repair protein RAD52 homolog (Homo sapiens), P43351; recombinant RAD52 DNA annealing, FRET fluorescence; inhibition, % at 18.7 µM; actives 0.46% (n = 360,000); AID 651710, 2012;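 active means every replicate showing at least 50% inhibition; inconclusive means mean inhibition at least 50% but not in every replicate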
Target sequence (P43351 whole entry, looked up): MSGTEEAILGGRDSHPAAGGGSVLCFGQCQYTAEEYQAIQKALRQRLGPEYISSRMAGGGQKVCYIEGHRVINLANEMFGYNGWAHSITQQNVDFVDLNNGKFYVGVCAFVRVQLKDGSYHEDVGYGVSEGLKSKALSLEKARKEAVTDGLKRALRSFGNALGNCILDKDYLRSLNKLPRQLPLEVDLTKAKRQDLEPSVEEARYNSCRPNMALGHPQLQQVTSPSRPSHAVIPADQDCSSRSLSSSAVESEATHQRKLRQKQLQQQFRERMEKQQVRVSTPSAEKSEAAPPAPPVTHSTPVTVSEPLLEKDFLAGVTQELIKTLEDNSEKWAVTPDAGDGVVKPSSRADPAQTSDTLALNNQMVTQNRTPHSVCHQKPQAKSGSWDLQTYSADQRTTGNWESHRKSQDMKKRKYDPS
Xi reactivation: activators of inactive X chromosome reactivation, primary screen, imaging, XiGFP fibroblasts, GFP high-content imaging, set 2; activation, % at 7.58 µM; XiGFP mouse fibroblasts, % GFP-positive cells imaging, 3 d; cells co-treated with 5-aza-dC sensitizer; scaled so ellipticine positive control = 100%; actives 0.055% (n = 360,000);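 active means mean normalized replicate activation at least 10% and every replicate at or above 10%; inconclusive means only one of the two criteria met; inactive means mean below 10% and not all replicates reach 10%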;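 further: 0% = median of on-plate neutral control wells and 100% = ellipticine 6 µM median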
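Schedule: 3 d treatment, 15 min room-temperature fixation; system: 68-5-11 XiGFP fibroblast line; buffer or medium: DMEM plus 5-aza-dC sensitizer; control set: ellipticine 6 µM positive control; compound: one concentration, pinned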
Casp6 inh: human caspase-6 inhibitors, primary screen, biochemical, VEID-R110 fluorescence, single point, set 2 | actives 0.53% (n = 350,000) | inhibition, % at 12.5 µM | purified caspase-6, Z-VEID-R110 cleavage fluorescence;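 active means mean inhibition across replicates at least about 35%, with every replicate also reaching that limit, limit read from the data; inconclusive means only one of the two criteria met; inactive means neither criterion met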;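 further: 0% = median of neutral control wells and 100% = no fluorescence left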
The depositor's hits bear a star; ? = inconclusive; · = no result given.

SMILES	F508del corr	RAD54 inh	DENV2 CPE rescue	E-selectin induc	INS-1E GSIS act	RAD52 anneal inh	Xi reactivation	Casp6 inh
O=C(CN1CCOCC1)NCC[C@H]1CC[C@@H](NS(=O)(=O)c2ccc(F)cc2)[C@@H](CO)O1	-0.1	2	4	-1.9	15	-1	-0.3	-1
CN1CCN(C(=O)CN2C(=O)NC(C)(c3ccc4ccccc4c3)C2=O)CC1 (centres undefined)	-1.7	-1	-5	-0.4	·	2	-1.1	1
O=C(CN1CCCCCCC1)N/N=C/c1ccc([N+](=O)[O-])o1	-1.4	2	1	-0.2	-12	10	0.0	-1
CCOC(=O)C1=C(C)NC(C)=C(C(=O)OC)C1c1cccc([N+](=O)[O-])c1 (centres undefined)	2.5	-1	-3	0.2	-39	-2	-0.1	·
COc1ccc(/C(C)=N\Nc2nc(-c3ccc(Cl)cc3)cc(C(F)(F)F)n2)cc1OC	·	·	·	0.2	64	-16	-0.2	-2
C=CCNC(=S)Nc1c(C(=O)OC)[nH]c2cc(OC)ccc12	-1.6	3	-2	·	-4	6	0.4	2
CN(C[C@H](c1ccccc1)N(C[C@H](Cc1ccccc1)N(CCc1ccccc1)N=O)N=O)N=O	-0.5	-2	-1	-0.2	-6	-22	-0.3	4
Cc1cc(C(=O)N/N=C/c2ccc(C)s2)n[nH]1	-2.0	-4	3	0.3	-1	-7	0.0	-3
CS(=O)(=O)c1ccccc1C(=O)Nc1cccc(-c2nc3ccccc3o2)c1	-3.5	7	0	·	74	-18	0.0	-1
O=[N+]([O-])c1ccc(CCNc2cccc3ccccc23)c([N+](=O)[O-])c1	-2.4	·	-5	·	17	-8	-0.1	1
Cc1ccc(CS(=O)(=O)c2cn(CC(=O)Nc3ccon3)c3ccccc23)cc1	2.7	·	-6	-2.8	-19	-2	0.0	3
CN(C)CCN(C(=O)C1=COCCO1)c1nc2ccc(Cl)cc2s1	-0.6	21	-7	-0.5	-1	21	0.1	4
COc1ccccc1NC(=O)Nc1ccc(F)c(F)c1	-0.2	1	-3	-0.5	-3	0	0.1	-1
Cc1cccc(NS(=O)(=O)c2cccc(C(=O)N3CCCC3)c2)c1	-0.2	-1	-2	-1.6	6	-4	0.0	1
Cc1ccc(-n2ccnc(SCC(=O)NC3CCCCC3)c2=O)cc1F	3.6	-2	2	·	-3	-10	0.0	3
Cc1cc(C)cc(N(CC(=O)Nc2cc(C)ccc2C)S(=O)(=O)c2c(C)[nH]c(=O)[nH]c2=O)c1	2.3	-14	4	·	8	-5	0.0	3
Cc1ccc(S(=O)(=O)Nc2ccc3c(c2)C(=O)N([C@H](C)CO)C[C@H](C)[C@@H](CN(C)C(=O)c2ccncc2)OCCCC[C@H](C)O3)cc1	5.7	7	7	·	11	·	0.0	·
CN1c2ccc(Br)cc2[C@@H]2[C@@H](CCN2C(=O)Nc2cc(F)ccc2F)[C@@H]1CO	1.2	11	-11	-0.2	-13	-25	0.1	-1
CC(C)=CC(=O)Nc1nnc(-c2ccccc2C)s1	2.8	·	-1	·	-4	0	0.2	-4
COc1ccc(NC(=O)N[C@H]2CC[C@H](CCNS(=O)(=O)c3cccc(Cl)c3)O[C@H]2CO)cc1	4.5	-5	?	-0.6	1	8	0.4	0
N#Cc1ccc(CSc2nnc(NC(=O)c3ccc4ncsc4c3)s2)cc1	2.5	·	0	·	-3	8	0.0	24
CC(=O)NC1=NN(C(C)=O)C(C)(c2ccco2)S1 (centres undefined)	-0.3	1	-6	·	7	-18	0.1	2
O=C(NC1CCSC1)c1cccc(Cl)c1 (centres undefined)	2.0	-3	5	0.0	·	-15	0.0	3
O=c1[nH]c(C2CCN(S(=O)(=O)/C=C/c3ccccc3)CC2)nc2c1nnn2Cc1ccc(F)cc1	1.0	-14	9	·	15	-12	0.1	3
C[C@H]1CN([C@@H](C)CO)C(=O)Cc2cc(NC(=O)C3CCCCC3)ccc2O[C@@H]1CN(C)S(=O)(=O)c1ccccc1	0.4	4	-11	-0.4	-4	21	0.0	0

Next part:
SMILES	F508del corr	RAD54 inh	DENV2 CPE rescue	E-selectin induc	INS-1E GSIS act	RAD52 anneal inh	Xi reactivation	Casp6 inh
C[C@H](CO)N1C[C@H](C)[C@@H](CN(C)S(=O)(=O)c2cn(C)cn2)Oc2ccc(NS(=O)(=O)c3cn(C)cn3)cc2C1=O	-5.0	·	-1	·	7	-1	0.2	1
CC(C)CNC(=O)c1cccc(NC(=O)COc2cccc([N+](=O)[O-])c2)c1	·	·	1	·	35	-1	0.3	0
C[C@H](CO)N1C[C@H](C)[C@H](CN(C)S(=O)(=O)c2cccc(F)c2)OCc2ccccc2-c2ccccc2C1=O	-0.4	·	·	0.0	-19	·	1.3	·
CCOC(=O)c1sc2nc(C)c3c(c2c1N)CC(C)(C)OC3	·	9	·	·	23	-9	·	1
O=C(Cc1cccs1)N(CC1CCCO1)C1(C(=O)NC2CCCCC2)CCCCC1 (centres undefined)	1.4	·	6	-0.1	·	0	0.0	-2
O=[N+]([O-])c1c(NCc2ccccc2)cc(N2CCc3ccccc3C2)c2nonc12	·	-10	-2	-0.1	4	-3	0.1	4
CN(C[C@@H]1[C@@H](c2ccccc2)[C@H](CO)N1C(=O)C1CC1)C(=O)c1ccccn1	0.7	2	54*	0.1	4	·	0.1	·
O=C(NC(=S)N1CCOCC1)c1cn(-c2ccccc2)nc1-c1ccc(F)cc1	0.6	15	-4	·	-20	-31	-0.1	0
CCCN(CCC)CCCNC(=O)Cn1cnc2sc(C)c(S(=O)(=O)N3CCC(C)CC3)c2c1=O	-0.6	4	-4	·	5	-11	0.0	0
c1ccc(CSc2nnc3ccc(-c4ccncc4)nn23)cc1	1.4	8	-7	·	10	-5	0.0	3
COc1cccc(CN(C)C(=S)Nc2cccc(C)c2)c1	-1.3	·	·	6.1	-41	-3	0.0	-4
COc1cccc2c(SCC(=O)N/N=C/c3ccc(O)c(O)c3)cc(C)nc12	2.2	·	5	9.6	-5	2	0.0	·
CCOC(=O)C1(CCOC)CCN(C(C)CCc2ccc(OC)cc2)CC1 (centres undefined)	-3.4	·	-2	·	-18	-9	0.2	4
O=C(Nc1ccccc1C(=O)NCCc1ccccc1)c1cnccn1	2.3	24	?	0.3	12	-14	0.0	-1
Cc1cccc(OCCOC(=O)Nc2ccccc2)c1	·	·	1	-0.1	4	5	0.2	1
CN(CC(=O)Nc1ccccc1Cl)C(=O)Cn1cc(C(F)(F)F)cc(Cl)c1=O	-2.1	9	?	·	8	11	-0.1	1
CCOc1ncccc1C(=O)NNC(=O)CSc1ccc(Cl)cc1	0.3	-2	11	·	13	-5	-0.1	-4
CC(C)C#Cc1cnc2c(c1)C(=O)N([C@@H](C)CO)C[C@@H](C)[C@@H](CN(C)S(=O)(=O)c1cn(C)cn1)O2	1.0	-1	6	0.3	16	9	-0.3	0
Cc1ccc(S(=O)(=O)N(C)C)cc1NC(=S)NNC(=O)C(N)=O	-0.8	·	14	·	2	-10	0.0	0
O=C(NCCc1ccccc1)C1CCN(S(=O)(=O)c2cccnc2)CC1	0.0	-10	5	0.5	·	-5	0.0	-1
COCC1CCCN(Cc2cn(-c3ccccc3F)nc2-c2cc(C)sc2C)C1 (centres undefined)	0.5	0	1	2.4	·	-72	0.0	5
COc1ccccc1C(=O)NC(CCSC)C(=O)NNC(=O)c1ccccc1C (centres undefined)	0.0	9	-4	0.6	10	-9	0.0	2
COc1cc2c(cc1OC)CN(CC(=O)Nc1ccc(F)cc1)CC2	-0.7	2	-6	·	17	-10	0.1	8
C[C@@H]1CCCCO[C@H](CN(C)CC2CC2)[C@H](C)CN([C@@H](C)CO)C(=O)c2cc(NC(=O)Nc3cccc4ccccc34)ccc2O1	0.7	-13	-3	0.0	16	·	0.2	·
CCOc1ccc(S(=O)(=O)N(CC)CC(=O)NCc2cccnc2)cc1C	-1.3	13	8	·	35	-4	-0.1	3

Ordered by value in RAD52 anneal inh (high to low): 3 from the list above
SMILES	RAD52 anneal inh
C[C@H]1CN([C@@H](C)CO)C(=O)Cc2cc(NC(=O)C3CCCCC3)ccc2O[C@@H]1CN(C)S(=O)(=O)c1ccccc1	21
COc1ccc(NC(=O)N[C@H]2CC[C@H](CCNS(=O)(=O)c3cccc(Cl)c3)O[C@H]2CO)cc1	8
COc1ccc(/C(C)=N\Nc2nc(-c3ccc(Cl)cc3)cc(C(F)(F)F)n2)cc1OC	-16

New compounds follow.
SMILES	F508del corr	RAD54 inh	DENV2 CPE rescue	E-selectin induc	INS-1E GSIS act	RAD52 anneal inh	Xi reactivation	Casp6 inh
CCn1ccnc1CN1CCc2c([nH]c3ccccc23)C1CC(C)C (centres undefined)	1.6	·	7	8.4	-45	0	-0.5	0
Cc1c(C(=O)N2CCCC2)oc2c1-c1[nH]ncc1CC2	-1.8	-4	3	-0.6	-13	-12	-0.1	3
O=C(C[C@H]1CC[C@H]2[C@@H](COC[C@H](O)CN2Cc2cccc(C(F)(F)F)c2)O1)NCc1ccc(Cl)cc1	-0.8	-4	?	0.5	-9	5	-0.1	0
O=C(N/N=C/c1ccc(OC(=O)c2ccccc2Cl)cc1)c1ccc(O)cc1	0.3	-12	-3	0.6	16	-12	0.1	1
O=C(CCCCN1CCCCC1)c1ccccc1	0.4	-4	12	·	5	-13	0.2	-2
C[C@@H]1CN([C@H](C)CO)C(=O)c2cccc(NC(=O)C3CCOCC3)c2O[C@@H]1CN(C)Cc1ccc(-c2ccccc2)cc1	0.9	1	?	-0.3	-10	4	-0.1	1
CCNc1nc(Cl)nc(-c2cn(-c3ccccc3)c3ccccc23)n1	-0.9	·	-5	0.1	-8	-14	0.0	0
O=C(c1ccccc1)N1Cc2ccccc2[C@H]2OC(c3ccc(OCCCO)cc3)=N[C@@]2(Cc2ccccc2)C1=O	7.2	0	16	·	·	7	·	-3
CSc1ncc(Cl)c(C(=O)Nc2c(C)cccc2C)n1	3.5	-1	-5	0.1	-6	-11	0.2	-1
O=C(Nc1ccccc1C(=O)O)c1cccc(NC(=O)c2ccccc2Br)c1	-3.1	-2	4	·	-4	-4	0.0	0
CC1CCN(CCNC(=S)Nc2ccc(Cl)cc2)CC1	-2.4	·	4	0.0	-10	-7	0.0	0
CCC(=O)N1CCCC(C)(C(=O)Nc2ccc3oc(CC)nc3c2)C1 (centres undefined)	-4.7	-13	0	-0.3	0	-13	0.1	-2
O=C(CN1CCCCC1)NNc1nc(-c2ccccc2)c2cc(Cl)ccc2n1	1.7	·	-8	·	7	-13	0.0	2
CN1c2ccc(C#Cc3cccnc3)cc2[C@H]2[C@H](CCN2C(=O)CN2CCOCC2)[C@@H]1CO	1.1	3	2	-0.3	1	·	0.1	·
COc1ccc(CCCC(=O)Nc2ccc(F)cc2)cc1	·	-1	-6	0.0	-1	-16	-0.6	-1
CCc1cc2c(=O)n(Cc3ccco3)c(SCC(=O)NC3CCS(=O)(=O)C3)nc2s1 (centres undefined)	1.0	·	0	·	-40	-26	0.1	2
